CAL PDZ FP-1 = untagged CAL PDZ binding inhibitors, primary screen, biochemical, fluorescence polarization, HTS; actives 0.92% (n = 300,000); Golgi-associated PDZ and coiled-coil motif-containing protein (Homo sapiens), Q9HD26; purified CAL PDZ, TMR-peptide fluorescence polarization, 1 h; AID 602252, 2012; inhibition, % at 24.9 µM;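 active = mean inhibition of at least 30% with at least half of replicates also reaching 30%; inconclusive = no clear call, values can overlap the other calls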;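 also: 0% = DMSO neutral control and 100% = excess unlabeled competitor peptide PRC23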
LANA DNA inh = inhibitors of KSHV C-LANA binding to DNA, primary screen, biochemical, fluorescence polarization, FAM-LBS DNA, MBP-C-LANA, single point | Kaposi's sarcoma herpesvirus LANA C-terminal domain (residues 932-1162) DNA binding | inhibition, % at 9 µM | actives 0.078% (n = 340,000) | AID 504423, 2011;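 active = highest replicate inhibition at or above 60% at 9 µM, even if other replicates fall short; inactive = all replicates below 60% inhibition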;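 also: 0% = neutral control wells and 100% = 4 µM acridine orange control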
Cardiac RTF inh = cardiac RTF calcium sensitivity inhibitors, primary screen, biochemical, IANBD-TnC fluorescence, EC70 calcium; Troponin I, cardiac muscle (Homo sapiens) + Troponin T, cardiac muscle (Homo sapiens) + …; IANBD-labeled cardiac RTF, Ca2+ fluorescence; inhibition, % at 7.15 µM; actives 0.12% (n = 340,000); AID 493244, 2011;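 active = inhibition above the mean inhibition of all tested compounds plus 3 SD, cut at about 17% in these data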;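 also: assay run at fixed EC70 calcium of 1.6 mM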
RTF Ca sens act = cardiac RTF calcium sensitivity activators, primary screen, biochemical, IANBD-TnC fluorescence, EC20 calcium. IANBD-labeled TnC RTF fluorescence at EC20 calcium; 0% EC20 calcium, 100% full calcium. activation, % at 7.2 µM. actives 0.24% (n = 340,000);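 active = activation above the mean over all tested compounds plus 3 SD, cut at about 30% in these data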;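 also: rise in fluorescence read as greater calcium sensitivity of cardiac thin filaments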
CAL PDZ FP-2 = CAL PDZ peptide-binding inhibitors, primary screen, biochemical, fluorescence polarization, Cer-tagged CAL PDZ, HTS. purified CAL PDZ, TMR-peptide fluorescence polarization, 1 h. inhibition, % at 20 µM. actives 0.02% (n = 330,000). AID 504414, 2011;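 active = highest replicate inhibition of at least 40%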;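 also: plate controls were DMSO neutral control wells for no effect and unlabeled competitor peptide control wells for full effect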
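material = purified tagged CAL PDZ domain construct (CerCALP) | compound dosing = 20 µM, one dose | times = 1 h at RT | measured by = fluorescence polarization from S- and P-plane intensities, G-factor corrected | read-out = inhibition from polarization loss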
Keap1 Nrf2 FP = Keap1-Nrf2 protein-protein interaction inhibitors, primary screen, biochemical, fluorescence polarization, single point; Kelch-like ECH-associated protein 1 (Homo sapiens), Q14145; inhibition, % at 9.4 µM; Keap1 Kelch-Nrf2 peptide fluorescence polarization, 1536-well; actives 0.15% (n = 340,000); in the data active = inhibition above about 12%; inconclusive = no clear call, values can overlap the other calls; inactive = below about 7.3%;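 also: human Keap1 Kelch domain with fluorescein labeled Nrf2 9mer peptide probe; 0% = neutral control wells and 100% = peptide positive control; higher means more block of Keap1 binding to Nrf2 peptide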
PKA-R2B activ = activators of PKA-R2B holoenzyme, primary screen, biochemical, fluorescence polarization, Cy5-IP20, human | actives 0.079% (n = 340,000) | cAMP-dependent protein kinase catalytic subunit beta (Homo sapiens) + cAMP-dependent … | AID 504700, 2011 | activation, % at 11.4 µM | PKA-R2B holoenzyme dissociation; R2B truncated from residue 108, S112A mutant; 0% DMSO only, 100% 113 µM cGMP;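 active = activation above a cutoff set at the mean over all compounds plus 3 SD, cut at about 18% in these data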;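 also: higher means more holoenzyme dissociation and a rise in polarization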
Target sequence (P31323 whole entry, looked up, other chains not shown, the tested form may be a part): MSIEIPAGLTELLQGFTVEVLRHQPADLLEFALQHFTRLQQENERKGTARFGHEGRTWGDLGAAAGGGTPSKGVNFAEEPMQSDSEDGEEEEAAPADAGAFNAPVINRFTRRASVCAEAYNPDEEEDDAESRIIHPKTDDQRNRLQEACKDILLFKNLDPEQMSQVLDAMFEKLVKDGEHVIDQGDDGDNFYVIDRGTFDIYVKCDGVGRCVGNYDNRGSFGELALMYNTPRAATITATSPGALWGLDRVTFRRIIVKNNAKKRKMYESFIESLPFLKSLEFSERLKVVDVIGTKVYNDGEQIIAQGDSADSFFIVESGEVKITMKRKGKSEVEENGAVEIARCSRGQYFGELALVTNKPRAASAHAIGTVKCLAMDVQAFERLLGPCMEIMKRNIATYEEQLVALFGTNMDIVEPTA
SR-BI uptake up = activators of SR-BI mediated DiI-HDL uptake, primary screen, ldlA[mSR-BI] CHO cells, DiI fluorescence; activation, % at 12.5 µM; actives 0.096% (n = 320,000); 3 h; 100 = double the neutral-control signal;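 active = mean replicate activation of at least 60% and every replicate at or above 60%; inconclusive = mean or all-replicate condition met, but not both; inactive = mean below 60% and not all replicates reaching 60%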;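 also: 0% = median plate neutral-control signal and 100% = twice that signal; values of inactives mirror those of a sister screen read the other way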
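material = CHO ldlA[mSR-BI] cells | medium = Ham's F12 with 0.5% BSA, HEPES 25 mM, pH 7.4 | reagent = fluorescent DiI-HDL, 10 µg/mL final | compound dosing = single-point compound dose | incubation = 3 h, 37 °C | measured by = bottom-read fluorescence, 550/595 nm | measure = HDL uptake via cellular fluorescence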
Rtt109 HAT inh = inhibitors of C. albicans Rtt109/Vps75 HAT, primary screen, biochemical, ThioGlo CoA-SH fluorescence, plate reader; actives 0.16% (n = 330,000); Histone acetyltransferase RTT109 (Candida albicans (strain SC5314 / ATCC MYA-2876)), …; purified Rtt109/Vps75, 4 h; inhibition, % at 34.9 µM;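 active = inhibition of at least 50% in every replicate; inconclusive = best replicate reaches 50% inhibition but some replicates fall short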
DAGLB inh = DAGLB lipase inhibitors, primary screen, biochemical, fluorescence, HTS; inhibition, % at 5.17 µM; HEK293T DAGLB membrane lysate, EnzChek fluorogenic substrate; actives 0.059% (n = 340,000); AID 504411, 2011; Diacylglycerol lipase-beta (Homo sapiens), Q8NCG7; in the data active = inhibition above about 34%;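 also: 0% = enzyme with vehicle and 100% = wells lacking enzyme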
Target sequence (Q8NCG7 whole entry, looked up): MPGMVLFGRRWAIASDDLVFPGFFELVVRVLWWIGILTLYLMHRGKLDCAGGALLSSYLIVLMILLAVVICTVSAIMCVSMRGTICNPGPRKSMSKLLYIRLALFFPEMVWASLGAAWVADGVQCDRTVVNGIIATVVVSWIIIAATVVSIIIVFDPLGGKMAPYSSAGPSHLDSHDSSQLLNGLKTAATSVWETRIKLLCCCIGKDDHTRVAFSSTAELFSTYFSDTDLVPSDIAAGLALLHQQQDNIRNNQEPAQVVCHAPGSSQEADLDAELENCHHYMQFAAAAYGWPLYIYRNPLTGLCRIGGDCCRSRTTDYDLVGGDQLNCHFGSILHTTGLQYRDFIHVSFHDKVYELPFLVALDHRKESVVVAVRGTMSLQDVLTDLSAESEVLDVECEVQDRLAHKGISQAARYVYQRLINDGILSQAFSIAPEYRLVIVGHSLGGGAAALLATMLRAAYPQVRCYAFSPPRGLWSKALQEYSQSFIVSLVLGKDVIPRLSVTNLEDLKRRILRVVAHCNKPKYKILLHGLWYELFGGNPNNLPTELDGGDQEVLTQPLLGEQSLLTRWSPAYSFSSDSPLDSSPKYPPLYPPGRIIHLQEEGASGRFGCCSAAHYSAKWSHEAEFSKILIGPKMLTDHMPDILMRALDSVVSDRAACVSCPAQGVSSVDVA
* = called active by the depositor; ? = inconclusive; . = no result given.

SMILES	CAL PDZ FP-1	LANA DNA inh	Cardiac RTF inh	RTF Ca sens act	CAL PDZ FP-2	Keap1 Nrf2 FP	PKA-R2B activ	SR-BI uptake up	Rtt109 HAT inh	DAGLB inh
COc1ccccc1-c1cc(C(=O)Nc2sc3c(c2C#N)CCC(C)C3)c2ccccc2n1 (stereo not drawn)	-3	0.9	1	4	0.2	-4	-13	-86	3	-3
Cc1ccccc1NC(=O)CNc1ccc(Cl)c(C(F)(F)F)c1	2	1.8	3	3	-1.2	-3	-1	11	9	-1
CC(=O)C(=Nc1ccccc1Cl)NNc1ccc(Cl)cc1	0	2.4	-6	-4	0.2	-7	14	.	4	14
Cc1cccc(N2C(=O)CC(Cn3nc(C)cc3C)C2=O)c1 (stereo not drawn)	-2	-0.1	1	4	0.0	-1	-6	2	5	2
O=C(O)CCCn1cc(NC(=O)COc2ccc(F)cc2F)cn1	.	-0.8	-7	-1	-0.3	-2	-10	0	-2	1
COc1ccc(S(=O)(=O)Nc2cc3c4c(oc3c3ccccc23)CCCC4=O)cc1	.	0.2	-2	5	-3.3	3	-13	-46	-4	-2
Cn1c(SCC(=O)c2ccc(O)c(O)c2)nnc1-c1cccs1	-7	2.2	3	-5	0.9	-3	-6	.	0	2
COc1ccc(C(=O)N/C(=C/c2cccc3ccccc23)C(=O)NCCc2c[nH]c3ccccc23)cc1OC	8	-1.3	-19	1	-0.1	-3	-8	-12	-1	3
Cc1ccc(C(=O)OCC(=O)NCC(F)(F)F)cc1C	-1	-0.5	-2	-3	-2.5	0	-3	18	-6	2
Cc1cccc(C(=O)c2ccccc2C(=O)O)c1	.	-1.7	-2	7	-0.1	-1	-11	8	11	-4
COc1cccc(NC(=O)c2ccccc2N2C(=O)C3C4C=CC(C4)C3C2=O)c1 (stereo not drawn)	-2	0.1	1	-4	-1.6	1	-2	12	-2	0
C/C(=N/NC(=O)CNC(=O)C1COc2ccccc2O1)c1ccc([N+](=O)[O-])cc1 (stereo not drawn)	-1	0.6	2	2	-3.4	-7	5	-28	-5	3
COc1cc(CCC(=O)OCC(=O)NCc2ccc(Cl)cc2)cc(OC)c1OC	-4	-0.6	-10	-1	.	1	-1	-8	1	-1
CCOC(=O)C1=NNC2(c3ccc(Cl)cc3)C(=O)N(c3ccc(C)cc3)C(=O)C12 (stereo not drawn)	4	1.1	10	4	-0.2	-1	-4	-8	-6	-6
Cc1cccc(N(C(=O)c2csnn2)C(C(=O)NC2CCCC2)c2ccncc2)c1 (stereo not drawn)	0	-1.2	7	1	-1.6	-1	1	.	2	-1

Single records (already shown). Screens in order: CAL PDZ FP-1	LANA DNA inh	Cardiac RTF inh	RTF Ca sens act	CAL PDZ FP-2	Keap1 Nrf2 FP	PKA-R2B activ	SR-BI uptake up	Rtt109 HAT inh	DAGLB inh
C/C(=N/NC(=O)CNC(=O)C1COc2ccccc2O1)c1ccc([N+](=O)[O-])cc1 (stereo not drawn) as listed: -1	0.6	2	2	-3.4	-7	5	-28	-5	3
COc1ccc(S(=O)(=O)Nc2cc3c4c(oc3c3ccccc23)CCCC4=O)cc1 as listed: .	0.2	-2	5	-3.3	3	-13	-46	-4	-2

New compounds follow.
SMILES	CAL PDZ FP-1	LANA DNA inh	Cardiac RTF inh	RTF Ca sens act	CAL PDZ FP-2	Keap1 Nrf2 FP	PKA-R2B activ	SR-BI uptake up	Rtt109 HAT inh	DAGLB inh
COC(=O)CN(c1ccc2c(c1)OCO2)S(C)(=O)=O	-1	-1.5	-7	4	-1.6	-7	-11	30	-5	0
COc1ccc2c(C)cc(SCC#N)nc2c1	.	-2.5	-15	8	-2.9	-8	1	17	20	-3
Cc1ccc(S(=O)(=O)NC(CC(C)C)C(=O)N2CC(C)OC(C)C2)cc1 (stereo not drawn)	75*	-0.5	-4	-4	-0.3	3	2	13	-8	3
O=C(Nc1ccccc1F)Nc1cccnc1Cl	.	0.3	-3	1	-1.3	-5	0	-8	5	-3
COC(=O)CCN1CCC2CC1c1cc(Cl)ccc12 (stereo not drawn)	1	0.0	-4	-5	0.5	-2	0	15	3	-4
O=C(CSc1ccc([N+](=O)[O-])cc1)Nc1nnc(C2CC2)s1	.	-0.4	-4	-3	-0.5	3	-8	6	0	1
O=C(Nc1cccc2ccccc12)c1ccc(OC(=S)N2CCOCC2)cc1	-4	0.9	-8	-17	-2.5	0	-7	-16	-4	-8
O=C(NC(=S)Nc1ccc(-c2ccccc2)cc1)c1ccccc1	-4	0.7	-2	-1	1.2	-6	-4	?	0	-8
Cc1ccc(S(=O)(=O)N(Cc2ccccc2)c2ccccn2)cc1[N+](=O)[O-]	4	.	-5	-6	.	6	13	-14	-5	-1
O=C(NCCCN1CCCC1)C1CCC(=O)N1C1CCCCC1 (stereo not drawn)	-3	-0.1	-3	4	-2.6	2	-8	12	30	3
COc1ccccc1NC(=O)CN1C(=O)COc2ccc(C)cc21	7	-0.2	-3	-2	-1.1	1	3	-19	0	1
Cc1c(CCO)c(=O)oc2n[nH]c(-c3ccccc3)c12	8	-0.8	0	-1	-1.5	-2	-2	1	29	1
O=C(CSc1nc2[nH]ncc2c(=O)[nH]1)Nc1ccc(Cl)c(Cl)c1	0	1.1	0	-2	-5.2	3	1	-5	0	-2
COc1ccc(C2NS(=O)(=O)N=C2N)cc1 (stereo not drawn)	.	1.1	4	0	-0.4	-2	-4	16	13	-1
Cc1cccc(NC(=O)c2ccc(S(=O)(=O)N(C)CC3CCCO3)cc2)c1C (stereo not drawn)	-2	1.6	-1	0	-2.2	-4	-7	-39	-13	-3
O=[N+]([O-])c1ccc(CN2CCN(c3nc4ccccc4s3)CC2)cc1	-5	1.4	6	-1	-0.2	-1	-5	4	-4	-5
COc1cccc(COCC(O)CN2CCC(C(N)=O)CC2)c1 (stereo not drawn)	-5	2.3	-3	-3	-2.1	5	-10	7	-14	-2
Cc1c(NC(=O)c2c(NC(=O)CNC3CC3)sc3c2CCCC3)c(=O)n(-c2ccccc2)n1C	-1	0.3	3	1	-0.5	-4	-7	-3	10	1
COc1ccccc1NC(=O)C1CCCN(c2nc(C)cc(C)n2)C1 (stereo not drawn)	-1	-0.6	-2	3	-0.4	0	-5	-7	-34	-9
CCN(CC(=O)Nc1ccccc1OC)C(=O)COc1ccc2ccccc2c1	-2	1.6	-11	8	-1.7	7	6	11	-1	2
CC(=O)Nc1nc(C)c(-c2csc(Nc3ccc(O)cc3)n2)s1	.	0.1	-5	2	2.6	0	3	-59	-10	3
COc1cccc(CN(C)CC(=O)NCc2ccc(F)cc2)c1OC	8	-1.1	-5	-4	.	-1	10	-14	-4	-4
Cc1ccc(OC(=O)Nc2ccccc2)cc1	-1	-0.9	-2	12	0.3	-4	0	-8	2	-2
COc1ccc(Cl)cc1NC(=O)COc1cccc(-n2cnnn2)c1	11	-0.5	-4	-2	-2.1	-6	-2	-57	-2	2
Cc1ccc(C(=O)Nc2cccc(C(=O)N3CCOCC3)c2)cc1	10	-2.1	0	-3	0.9	4	-11	-23	-6	1
O=C(O)C1CC=CCC1C(=O)NNc1ccccc1 (stereo not drawn)	7	-0.8	-6	4	-0.3	-4	4	14	.	0
COc1ccc(CNC(=O)c2cccnc2Sc2ccc(C)c(C)c2)cc1	-2	-0.7	-10	10	0.2	1	2	-19	9	-3
CCCNCC(O)Cn1c2ccccc2n2c(=O)cc(C)c(C#N)c12 (stereo not drawn)	-3	-0.2	-5	3	-0.3	-4	-4	-11	-7	2
O=C(N[C@@H](Cc1ccccc1)C(=O)N1CCN(S(=O)(=O)c2cccc(F)c2)CC1)c1ccco1	-2	0.1	-17	0	-0.6	-4	-19	35	-5	-6
CCS(=O)(=O)n1nc(-c2ccc(Cl)cc2)nc1N	-1	-1.3	-3	1	0.0	4	1	13	-1	0
Cc1cc(OCC(=O)NCCCN2CCCC2=O)c2c(C)c(C)c(=O)oc2c1	1	-2.7	9	-5	-0.8	3	10	1	1	0
CC(C)(CO)Nc1ccc([N+](=O)[O-])cc1[N+](=O)[O-]	-2	-2.1	-1	5	-1.3	0	-3	7	1	-1
O=C1CSC(c2ccccn2)N1Cc1cn2ccccc2n1 (stereo not drawn)	-4	-0.1	-3	-1	-0.3	-2	-3	2	0	-3
C[C@H](CO)N1C[C@H](C)[C@@H](CN(C)C(=O)Nc2ccccc2)Oc2c(NC(=O)NC3CCCCC3)cccc2C1=O	-2	-1.0	5	4	-0.4	-7	3	-26	3	0
CCCc1ccc(-c2c(C)sc(NC(=O)c3ccnn3C)c2C#N)cc1	0	1.0	-3	-7	-4.1	1	-12	-12	-3	1
C/C(=N\NS(=O)(=O)c1ccc(C)cc1)c1ccc(Br)s1	-4	0.0	-1	-4	.	1	-10	9	0	1
Cc1ccc(CNC(=O)c2cn(C3CCCCC3)c(=O)c3c2c2ccccc2n3C)o1	-4	-0.5	-3	-2	-1.8	3	3	-26	12	-1
O=C(Nc1ccc(F)cc1)C(Sc1nnc2ccccn12)c1ccccc1 (stereo not drawn)	10	0.7	-6	-7	-7.1	-2	-1	20	11	1
Cc1cc(NC(=O)Cn2nc(C(=O)O)c3ccccc3c2=O)ccc1Br	-1	-1.3	-2	-9	-1.7	2	-6	.	-7	2
N#Cc1cc(Cl)c(N2CCOCC2)cc1C#N	-3	0.2	-9	5	-0.8	-3	-5	32	-2	1
CC1CN(S(=O)(=O)c2ccc(C(=O)Nc3ccc(S(=O)(=O)Nc4ncccn4)cc3)cc2)CC(C)O1 (stereo not drawn)	-5	0.8	8	0	-1.4	-4	2	3	1	0
Cn1c(=O)n(Cc2ccccc2F)c2ccccc21	-3	1.6	-14	11	-0.2	-8	-3	44	6	1
CCN(CC)CCCNC(=O)CSc1c2c(nc3cc(Cl)ccc13)CCCC2	-20	0.2	-2	5	-3.1	-167	-15	-6	-145	-7
Cc1ccccc1C(=O)Nc1ccnn1C1CCN(C(=O)c2cnsn2)CC1	-7	0.9	-11	-2	-0.4	-1	9	-22	5	-4
